IMP-1 inh – IMP-1 metallo-beta-lactamase inhibitors, primary screen, biochemical, epi-absorbance readout, Pseudomonas aeruginosa enzyme; 290,000 compounds, 0.45% hits; inhibition, % at 5.6 µM; metallo-beta-lactamase IMP-1 (Pseudomonas aeruginosa); AID 1556, 2009; purified IMP-1, nitrocefin hydrolysis, epi-absorbance fluorescence;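 active means inhibition above the mean plus 3 SD of all compounds in the same screening run, cut at about 4.5% in these data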;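 further: 0% = IMP-1 with DMSO and 100% = DMSO wells lacking enzyme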
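Test system: recombinant IMP-1 enzyme, purified / Medium: HEPES buffer pH 7.1 with ZnSO4 and Brij 35 / Doses: single dose, 5.6 µM / Times: 25 °C, 15 min preincubation, 25 min reaction / Detection: Epi-absorbance via hydrolysed-nitrocefin quenching of white-plate fluorescence, 480/530 nm, EDTA stop / Evaluation: percent inhibition from optical density relative to buffer-blank wells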
VIM-2 inhibitor – VIM-2 metallo-beta-lactamase inhibitors, primary screen, biochemical, epi-absorbance readout, Pseudomonas aeruginosa enzyme; inhibition, % at 5.6 µM; 290,000 compounds, 0.89% hits; purified VIM-2, nitrocefin hydrolysis, epi-absorbance fluorescence;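 active means inhibition above the mean of all tested compounds plus 3 SD, cutoff set per screening run, cut at about 7.5% in these data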;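 further: red hydrolysis product quenches plate fluorescence so inhibitors raise well fluorescence; 0% = enzyme with DMSO and 100% = DMSO without enzyme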
PHOSPHO1 block – PubChem AID 1565; Phosphoethanolamine/phosphocholine phosphatase (Homo sapiens), Q8TCT1; recombinant PHOSPHO1, absorbance phosphatase assay; inhibition, % at 13.3 µM; 290,000 compounds, 1.1% hits; in the data active means inhibition above about 60%
SUMO HTRF inh – inhibitors of in vitro SUMOylation cascade, primary screen, biochemical, HTRF, uHTS | SUMO-conjugating enzyme UBC9 (Homo sapiens), P63279 | HTRF SUMOylation assay, SAE1/SAE2 + UBC9 | inhibition, % at 35 µM | 290,000 compounds, 0.36% hits | AID 2006, 2009; in the data active means inhibition above about 50%, passing the limit was not always enough; further: strong numbers were not always called active
pCIP destab – p/CIP-EGFP fusion destabilizers, primary screen, fluorescence, F442A cells; 290,000 compounds, 0.01% hits; decrease of EGFP signal, % at 10 µM; 16 h; Q05BA5;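 active means EGFP signal decrease of at least 30% at 10 µM or well 3 SD below plate mean, unless failing retest; inactive means the rest, including hits failing retest or dose response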; further: some compounds called inactive have numbers as strong as hits; many of its hits are not listed in these tables
Target sequence (Q05BA5 1-1403): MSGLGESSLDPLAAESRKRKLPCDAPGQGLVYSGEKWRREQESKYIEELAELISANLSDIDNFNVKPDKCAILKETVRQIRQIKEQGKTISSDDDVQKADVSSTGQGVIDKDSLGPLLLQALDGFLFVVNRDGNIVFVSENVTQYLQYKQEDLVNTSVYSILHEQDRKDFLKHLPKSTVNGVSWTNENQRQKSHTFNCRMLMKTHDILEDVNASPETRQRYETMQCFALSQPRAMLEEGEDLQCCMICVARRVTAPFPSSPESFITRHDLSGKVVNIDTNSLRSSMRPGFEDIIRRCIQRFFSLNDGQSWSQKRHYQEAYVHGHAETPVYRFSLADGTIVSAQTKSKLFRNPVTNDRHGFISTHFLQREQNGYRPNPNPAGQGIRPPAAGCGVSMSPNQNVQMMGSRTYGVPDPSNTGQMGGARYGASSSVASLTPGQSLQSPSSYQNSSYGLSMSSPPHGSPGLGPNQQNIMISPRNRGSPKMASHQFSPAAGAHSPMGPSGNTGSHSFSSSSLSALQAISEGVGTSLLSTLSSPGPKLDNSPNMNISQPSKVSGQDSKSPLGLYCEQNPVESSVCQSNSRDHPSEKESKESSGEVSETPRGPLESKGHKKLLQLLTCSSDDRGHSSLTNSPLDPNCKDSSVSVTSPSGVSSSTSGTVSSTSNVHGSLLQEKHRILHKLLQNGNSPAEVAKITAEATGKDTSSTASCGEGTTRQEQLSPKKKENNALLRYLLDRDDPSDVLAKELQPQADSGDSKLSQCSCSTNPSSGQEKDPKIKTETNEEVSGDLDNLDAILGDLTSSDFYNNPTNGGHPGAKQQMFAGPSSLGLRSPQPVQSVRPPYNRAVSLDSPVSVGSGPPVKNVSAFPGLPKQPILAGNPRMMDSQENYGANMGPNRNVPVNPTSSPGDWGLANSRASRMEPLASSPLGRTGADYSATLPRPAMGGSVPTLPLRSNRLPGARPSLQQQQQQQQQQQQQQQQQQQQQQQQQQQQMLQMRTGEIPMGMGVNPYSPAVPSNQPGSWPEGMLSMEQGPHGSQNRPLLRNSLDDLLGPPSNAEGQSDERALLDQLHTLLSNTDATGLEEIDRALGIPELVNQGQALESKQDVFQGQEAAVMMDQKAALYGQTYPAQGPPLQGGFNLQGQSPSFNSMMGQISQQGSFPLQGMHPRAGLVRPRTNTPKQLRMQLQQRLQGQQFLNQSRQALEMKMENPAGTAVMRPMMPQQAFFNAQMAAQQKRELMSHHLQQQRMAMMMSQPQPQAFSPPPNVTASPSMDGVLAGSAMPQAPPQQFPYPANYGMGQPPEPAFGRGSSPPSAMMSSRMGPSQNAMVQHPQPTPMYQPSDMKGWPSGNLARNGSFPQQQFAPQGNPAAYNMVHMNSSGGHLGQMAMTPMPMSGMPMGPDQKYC
DNA FID counter – compounds displacing fluorescent DNA intercalator, primary screen, artefact control for HCV NS3 helicase inhibitor project, biochemical, FID fluorescence | DNA fluorescent intercalator displacement | inhibition, % at 7.9 µM | 290,000 compounds, 0.17% hits; in the data active means inhibition above about 37%;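 further: 0% = vehicle and 100% = reference compound; higher means more ethidium bromide displaced from hairpin DNA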
NS3 helicase inh – inhibitors of HCV NS3 helicase, primary screen, biochemical, Cy5 molecular beacon fluorescence. 290,000 compounds, 0.56% hits. inhibition, % at 10.9 µM. AID 1800, 2009. NS3 helicase DNA unwinding;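 active means inhibition above the mean of all tested compounds plus 3 SD, set per campaign, cut at about 35% in these data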;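 further: 0% = DMSO wells and 100% = thioflavine S control wells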
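Measured by: Cy5 fluorescence, 0 and 60 min reads / Assay system: NS3 helicase fragment of HCV / Control set: low DMSO, high thioflavine S at 110 µM / Times: 1 h reaction at 25 °C, ATP-initiated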
MEKK3 PB1 HTS – modulators of MEKK3-MEK5 PB1 binding, primary screen, biochemical, wildtype MEKK3, multiplex bead flow cytometry, Alexa488-MEK5 | 290,000 compounds, 1.4% hits | binding response (% of control), % at 10 µM | AID 1529, 2009 | Mitogen-activated protein kinase kinase kinase 3 (Homo sapiens), Q99759 | bead-based flow cytometry, Alexa488-MEK5 binding to MEKK3; actives lie on both sides; 0 = blocked by unlabeled MEK5, 100 = vehicle;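 active means binding response more than 3 SD above or below the average of its plate-row segment, actives on both sides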;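 further: Alexa488 bead fluorescence after subtracting the streptavidin-only scavenger bead signal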
IDE act – human IDE activators in live cells, primary screen, fluorescence polarization, HEK cells, FAbeta-B substrate. Insulin-degrading enzyme (Homo sapiens), P14735. FAbeta-B cleavage; 0% vehicle, 100% cell-free pure enzyme wells. activation, % at 5.96 µM. 340,000 compounds, 0.073% hits;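 active means activation above the mean of all tested compounds plus 3 SD, set per screening campaign, cut at about 17% in these data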
* hit, by the source's call; . = not tested or not shown.

SMILES	IMP-1 inh	VIM-2 inhibitor	PHOSPHO1 block	SUMO HTRF inh	pCIP destab	DNA FID counter	NS3 helicase inh	MEKK3 PB1 HTS	IDE act
O=C(Nn1cnc2ccccc2c1=O)c1ccc([N+](=O)[O-])cc1	-1.3	0.4	24	21	8	2	17	101	6
Cc1ccc(NC(=O)Cc2ccc3c(c2)CCCC3)cc1C	-2.1	-2.7	33	5	-1	-9	4	97	1
Cc1cc(C(=O)N/N=C/c2cccc([N+](=O)[O-])c2)c(C)o1	-1.6	-4.8	44	12	-12	0	13	99	-4
CC1COC(C)(CC(=O)NN2C(=O)c3ccccc3C2=O)O1 (stereo not given)	-2.1	-0.3	1	-6	-2	-4	-11	104	7
CC1CCCCN1C(=O)c1ccccc1OC1CCN(S(C)(=O)=O)CC1 (stereo not given)	-0.1	0.3	15	-8	-5	-26	-2	71	-3
COc1ccc(-c2[nH]c(-c3ccccc3)nc2SCC(=O)NC2CCCC2)cc1	-3.8	-3.2	-14	4	-3	-16	1	111	0
COc1ccccc1CN1C(=O)CN(C2CCCCCC2)C(=O)C1c1ccc(F)cc1 (stereo not given)	-1.8	-1.5	-1	9	-5	-8	-2	96	6
C=CCNC(=S)NNC(=O)c1ccncc1	-3.0	-5.2	4	-7	-3	7	9	106	4
CCc1ccccc1N(CC(=O)NC(C)(C)CC)C(=O)CCC(=O)Nc1nccs1	-3.9	-2.0	35	-2	5	-39	-4	104	2
O=S(=O)(NCC1CCCO1)c1ccc(Br)cc1 (stereo not given)	-4.0	0.4	49	5	8	-3	2	102	4
CCC1CCCCN1C(=O)Nc1cccc(NC(=O)N2CCCCC2CC)c1 (stereo not given)	0.9	-1.7	6	-8	-2	-20	-3	101	-2
Cc1csc(NC(=O)Nc2cccc(Cl)c2)n1	-2.3	-3.0	-1	-1	-16	0	-4	115	6
O=C(c1cc(F)ccc1F)C1CCCN(C(=O)CCc2cnccn2)C1 (stereo not given)	0.2	-4.3	43	8	4	-5	-5	99	0
CCC(C)Sc1nc2ccccc2c(=O)[nH]1 (stereo not given)	-1.8	-2.9	-6	-4	11	-3	-4	108	5
COc1ccc(S(=O)(=O)N(CC(=O)NCc2cccnc2)c2ccc(F)cc2)cc1OC	-2.5	-4.7	-4	-4	-5	-19	1	110	.
COc1ccc(NC(=O)C(=O)NCCN2CCN(C(=O)c3ccc(C(C)(C)C)cc3)CC2)cc1	-1.9	0.2	44	-14	2	-47	-15	100	1
O=C(Cn1c(=O)sc2ccccc21)OC(CCl)CCl	-1.7	-1.9	-35	2	-14	-1	4	76	3
COc1ccc(-c2cn3cccc(C)c3n2)cc1Br	-0.7	-1.9	1	10	-8	-3	-20	109	4
COc1ccc(OC)c(-c2nc(CN3CCN(C(=O)c4ccco4)CC3)c(C)o2)c1	-3.6	-0.1	24	9	12	-34	4	99	0
COc1cccc(S(=O)(=O)NCc2ccc(C(=O)N3CCN(c4ccccc4)CC3)cc2)c1	-2.8	-0.6	56	2	-8	-55	-16	100	3
COc1ccc(CC(=O)NCC2COc3ccccc3O2)cc1 (stereo not given)	-0.7	-1.9	45	5	-6	-2	-1	102	-1
Cc1ccccc1N1C(=O)c2cccc([N+](=O)[O-])c2C1=O	0.3	0.1	-34	7	-14	11	3	101	0
CCOC(=O)CSC1=C(C#N)C(=O)NC(c2ccc(OC)c(OC)c2)S1 (stereo not given)	-2.9	-2.9	98*	-26	6	2	-1	100	-2
COc1ccc(-c2nnc(SC)o2)c(OC)c1	-2.2	-1.8	20	20	-11	-5	7	109	-1
CCC1S/C(=N/N=C/c2ccco2)N(Cc2ccccc2)C1=O (stereo not given)	-0.4	-1.0	28	6	-5	-26	12	104	.
O=C(c1ccc(Cl)nc1)N1CCN(S(=O)(=O)c2ccc(Cl)cc2)CC1	-0.8	-1.2	20	-7	-2	-20	-18	80	3
COc1ccccc1-c1cc(C(F)(F)F)c(C#N)c(=O)[nH]1	-3.5	-0.1	38	23	-10	-6	10	98	2
Nc1cccc(-c2csc(-n3ncc(C(=O)O)c3C(F)(F)F)n2)c1	-1.6	-0.3	.	13	3	-10	-5	100	-4
COC(=O)c1sc2nc(CN3CCOCC3)nc(N3CCOCC3)c2c1C	-2.4	-0.8	-27	12	-15	-8	11	103	-2
Cc1cc(C)nc(SCc2nnc(SCC(=O)Nc3ccc(C)c(C)c3)o2)n1	0.1	-1.1	-26	-10	4	-19	-3	106	4
CCOC(=O)c1cccc(NC(=O)c2ccco2)c1	-2.9	0.0	10	18	-5	0	3	86	0
CC(O)CNc1ccc(-c2n[nH]c(=O)c3ccccc23)cc1[N+](=O)[O-] (stereo not given)	-2.9	20*	20	-19	3	-8	7	96	5
O=C(CCN1CCCC1)Nc1ccc(Br)cc1	-1.3	-2.0	-2	48	2	2	-7	89	-2
COc1ccc(CCN(C)c2ncnc3sccc23)cc1OC	-3.5	3.0	-52	11	-7	-18	-13	100	0
Cc1cc(C(=O)NCCc2ccc(Cl)cc2)c(C)o1	-3.1	-1.9	4	7	-10	-10	-3	104	1
COc1cccc(OC)c1C(=O)OCCCOC(=O)c1c(OC)cccc1OC	-1.3	-1.7	37	-10	-3	-55	-8	103	2
CC1CN(CCCOc2ccccc2[N+](=O)[O-])CC(C)O1 (stereo not given)	-4.8	-6.4	-5	-13	-4	15	-1	104	1
COc1ccc(C2C(C(=O)NCc3cccnc3)c3cc(OC)c(OC)cc3C(=O)N2C)cc1 (stereo not given)	-3.0	-6.5	5	8	4	-12	-4	103	2
CCc1ccccc1N(CC(=O)N1CCCC1)S(C)(=O)=O	-3.1	-3.4	36	13	-9	-11	3	103	-1
O=C(NN=C(Cc1ccccc1)Cc1ccccc1)c1ccc(F)cc1	-1.3	-2.9	9	-1	0	-2	-9	99	0
C=CCOc1c(CNc2ccc(C(=O)O)cc2)cccc1OCC	2.9	-1.3	22	0	-7	-18	9	97	5
CC(NS(=O)(=O)c1ccccc1)C(=O)Nc1ccc2c(c1)OCCO2 (stereo not given)	-3.2	-1.8	8	7	11	-4	-1	105	0
CC(=O)Nc1ccc(S(=O)(=O)NC2(C(F)(F)F)C(=O)Nc3c2c(=O)[nH]c(=O)n3Cc2ccccc2)cc1 (stereo not given)	-1.4	-2.0	-7	8	-12	-1	1	106	8
Clc1cccc(-c2nc(NCc3cccnc3)c3ccccc3n2)c1	-2.7	-0.7	6	-23	-1	5	-22	104	-4
CCN(Cc1ccccc1)S(=O)(=O)c1ccc2c(c1)NC(=O)CC(=O)N2	-2.7	-3.5	20	-4	0	-12	-4	97	1
CCc1ccc(OC(=O)Nc2ccccc2)cc1	-2.8	-1.5	41	4	5	-6	2	102	3
CCOC(=O)N1CCN(C(=O)COc2ccc(S(=O)(=O)NC3CCCCC3)cc2C)CC1	-5.9	-3.5	16	13	-5	-44	-2	100	3
CC1=NC(=O)C(N=Nc2cccc3ccccc23)N1c1ccccc1 (stereo not given)	-4.2	-3.1	.	.	.	-2	8	.	.

Brought forward from above: 5 compounds; new compounds follow.
SMILES	IMP-1 inh	VIM-2 inhibitor	PHOSPHO1 block	SUMO HTRF inh	pCIP destab	DNA FID counter	NS3 helicase inh	MEKK3 PB1 HTS	IDE act
Clc1cccc(-c2nc(NCc3cccnc3)c3ccccc3n2)c1	-2.7	-0.7	6	-23	-1	5	-22	104	-4
CCN(Cc1ccccc1)S(=O)(=O)c1ccc2c(c1)NC(=O)CC(=O)N2	-2.7	-3.5	20	-4	0	-12	-4	97	1
CCc1ccc(OC(=O)Nc2ccccc2)cc1	-2.8	-1.5	41	4	5	-6	2	102	3
CCOC(=O)N1CCN(C(=O)COc2ccc(S(=O)(=O)NC3CCCCC3)cc2C)CC1	-5.9	-3.5	16	13	-5	-44	-2	100	3
CC1=NC(=O)C(N=Nc2cccc3ccccc23)N1c1ccccc1 (stereo not given)	-4.2	-3.1	.	.	.	-2	8	.	.
COc1ccc(N(CC(=O)NCc2cccs2)S(=O)(=O)c2c(C)n[nH]c2C)cc1	-4.2	-2.3	-7	-9	-8	-14	2	103	6
CC(=O)N1CCN=C1SCc1ccc(F)cc1	-3.4	-5.0	-7	7	-4	-1	5	96	5
O=C(CSc1nc2ncccc2[nH]1)Nc1ccccc1-c1ccccc1	-4.6	-1.1	8	-1	-5	-15	6	97	6
COc1ccc(NC(=O)Nc2cccc(F)c2)c(OC)c1	-2.8	-0.9	28	-6	3	3	-7	98	-2
Cc1ccccc1CCN1CCCC(CN(C)C(=O)c2ccc3ncccc3c2)C1 (stereo not given)	-2.1	-2.2	29	-14	6	-1	4	98	0
COc1ccccc1NC1SC(=O)N(c2ccccc2)C1=O (stereo not given)	1.2	-0.1	-14	6	-5	0	-8	112	-7
CCN1C(=O)c2ccccc2Sc2ccc(C(=O)NCCCN3CCOCC3)cc21	-1.4	-1.9	-10	10	-8	2	-13	95	8
CCC1CCC2(CC1)NNC(=S)NN2	-3.8	-2.3	97*	9	-7	-6	-4	100	1
COc1ccc(-n2c(C)c(C)c3c(NCCN(C)C)ncnc32)cc1	-2.3	1.4	1	9	3	7	-5	102	1
COc1ccc(NC(=O)c2cn(-c3ccccc3)nc2-c2cc3ccccc3o2)cc1	-1.1	-6.6	41	-10	1	-11	-1	105	1
C=C(C)CSc1nc2ccccc2[nH]1	-0.9	-1.3	-6	-6	-5	-5	-6	95	2
O=C(N/N=C/c1ccccc1)c1[nH]c2ccc(Br)cc2c1-c1ccccc1	-4.6	-4.2	-9	4	-28	-2	-1	97	-1
O=C(O)c1cccc(CSc2nnc(Cc3ccccc3)o2)c1	-2.5	-0.6	15	1	2	-16	4	94	-2
COc1ccc(CCNC(=O)CN(C)S(=O)(=O)c2ccc3nc(C)sc3c2)cc1OC	-1.8	-1.3	4	5	-6	-54	-14	99	0
COc1ccc(CCNC(=O)CCC(=O)N2CC(C)Oc3ccc(Cl)cc32)cc1OC (stereo not given)	-5.1	-2.6	12	-6	6	-47	-1	98	1
COc1cc(S(=O)(=O)NCc2ccncc2)ccc1Br	0.1	-1.0	11	13	-17	-5	-7	97	4
CNC(=S)Nc1cc(S(=O)(=O)Nc2cc(Cl)ccc2Cl)ccc1N1CCCC1	-3.8	-5.7	25	-5	12	-27	-8	101	2

Screening results from PubChem BioAssay.

Only part of the results is shown; rates above refer to the full screens.
